Screens from PubChem BioAssay.
CHX counter = counter-screen for Shiga toxin inhibitors: cycloheximide protein synthesis inhibition. cell reporter, cycloheximide protein synthesis inhibition counterscreen. hit rate 12% among 300,000. max response, %; in the data active = max response mostly above about 13%, no sharp cut-off; inactive = mostly below about 14%; note: read at 38.3 µM for the half of the compounds with a filed dose; 0% is about no effect
HCV inhibitor = blocks hepatitis C virus; AID 651820; Potency, µM (top dose mostly 41.8 µM), for inactives: at the top dose activity change, negative = inhibition, hits mostly inhibitors; Huh7.5.1 HCVcc-Cre infection, luciferase reporter, 44 h; hit rate 3.4% among 340,000; note: potency is the fitted concentration of half-maximal effect; % is set by controls: 0 for no effect and ±100 for the full control effect
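Cells (1,000/well) were plated 4 h before compound, then infected with HCVcc-Cre virus (~0.5 moi). After 44 h further culture, infection was read as luciferase luminescence following a 15 min substrate incubation at room temperature.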
LmPK inh = LmPK (Leishmania mexicana) enzyme inhibition. Q27686. purified LmPK, Kinase-Glo ATP luminescence, 1 h. Potency, µM (titrated, usually from 57.5 µM), for inactives: at the highest dose activity change, negative = inhibition, hits mostly inhibitors. hit rate 0.37% among 290,000; note: potency is the fitted concentration of half-maximal effect; % is set by controls: 0 for no effect and ±100 for the full control effect
Target sequence (Q27686 whole entry, looked up): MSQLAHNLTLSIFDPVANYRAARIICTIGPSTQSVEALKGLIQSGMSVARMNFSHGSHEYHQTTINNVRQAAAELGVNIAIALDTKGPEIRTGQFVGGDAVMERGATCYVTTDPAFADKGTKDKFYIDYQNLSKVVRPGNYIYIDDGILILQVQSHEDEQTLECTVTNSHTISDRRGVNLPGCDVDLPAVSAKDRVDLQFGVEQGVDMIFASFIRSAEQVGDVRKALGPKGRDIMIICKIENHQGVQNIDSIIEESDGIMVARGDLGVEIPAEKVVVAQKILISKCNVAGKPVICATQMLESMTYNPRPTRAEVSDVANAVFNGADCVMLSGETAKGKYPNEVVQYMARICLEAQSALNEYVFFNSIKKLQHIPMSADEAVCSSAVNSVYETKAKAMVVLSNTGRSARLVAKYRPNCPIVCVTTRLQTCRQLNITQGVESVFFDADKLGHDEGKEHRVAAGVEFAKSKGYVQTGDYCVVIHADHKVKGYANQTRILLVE
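Pyruvate kinase activity monitored as ATP production (luciferase luminescence). Conditions: 0.1 nM enzyme, 0.5 mM PEP, 0.1 mM ADP, 1 h, RT; normalized against uninhibited and no-enzyme wells.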
Shiga inhibitor = blocks Shiga toxin action in Vero cells. Vero cells, Shiga toxin protein synthesis inhibition reporter. inhibition, % at 38.7 µM. hit rate 9.2% among 290,000; in the data active = inhibition mostly above about 28%, no sharp cut-off; inactive = mostly below about 43%; note: 0% is about no effect
Pf growth 96h = P. falciparum growth inhibition at 96 hour, primary screen for plastid delayed-death inhibitors; Potency, µM (top dose mostly 28.7 µM), for the others: at the highest dose activity change, negative = inhibition, most hits filed as inhibitors; hit rate 6.9% among 320,000; P. falciparum luciferase reporter growth, 96 h; note: potency is the fitted concentration of half-maximal effect; % is set by controls: 0 for no effect and ±100 for the full control effect
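Two parasite generations (96 h, 37 C, 5% CO2) of compound exposure in infected erythrocytes (0.05% parasitemia, 2% hematocrit). Luciferase-reporter P. falciparum; decreased luminescence indicates inhibited growth, aimed at apicoplast-acting delayed death.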
Pf growth 48h = P. falciparum growth inhibition at 48 hours (one generation); Potency, µM (series often up to 28.7 µM), without a hit: top-dose activity change, negative = inhibition, usual class: inhibitors; AID 504832; P. falciparum luciferase growth in erythrocytes, 48 h; hit rate 5.9% among 310,000; note: potency is the fitted concentration of half-maximal effect; % is set by controls: 0 for no effect and ±100 for the full control effect
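Luciferase-expressing P. falciparum in infected erythrocytes (2% hematocrit, 0.1% parasitemia final) in RPMI 1640/0.5% Albumax were exposed to compound for 48 hours at 37 C, 5% CO2; growth read as luminescence.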
Tb PYK inh = inhibitors of Trypanosoma brucei pyruvate kinase; Potency, µM (highest dose often 76.8 µM), for inactives: at the top dose activity, negative = inhibition, usual class: inhibitors; hit rate 0.12% among 410,000; TbPYK enzyme, Kinase-Glo Plus ATP luminescence, 45 min; Q57TT1; note: potency is the fitted concentration of half-maximal effect; % is set by controls: 0 for no effect and ±100 for the full control effect; nearly all actives have a fitted effect of over 50% in size
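Activity of T. brucei pyruvate kinase was followed by Kinase-Glo Plus luminescence after the enzyme reacted 45 min at room temperature with 130 uM ADP (final) and substrate. Test compounds were added before ADP at multiple concentrations.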
Starred values were filed as active, the others as inactive; i = inactive; ? = inconclusive; . = no result given; [ ] = remark or other dose. Unless noted, calls come from the whole dose curve; as a rule, active = well fitted curve in the direction sought with a large enough effect; inconclusive = small, poorly fitted or top-dose-only effect, or another doubt; inactive = no such curve, though single readings can be large; an effect the other way counts as inactive or inconclusive. Hits appear at their usual frequency; about 24% have a hit in one of these screens.

SMILES	CHX counter	HCV inhibitor	LmPK inh	Shiga inhibitor	Pf growth 96h	Pf growth 48h	Tb PYK inh
Cn1c(=O)[nH]c(=O)c2c1nc(CN1CCN(c3cccc(Cl)c3)CC1)n2Cc1ccccc1Cl	-1.3	13.1%	-2.2%	-3.3	?	?	0.4%
CCOC(=O)c1cc(S(=O)(=O)Nc2cccc(OC)c2)cn1C	1.6	?	-2.8%	5.3	33.0%[activator]	12.2%	0.0%
Cc1cc(=O)oc2cc(OCC(O)CN3CCc4ccccc4C3)ccc12 (stereo unspecified)	-2.8	?	0.0%	-9.8	?	-4.0%	-2.7%
S=C(NNC(=S)NC1CC2C=CC1C2)NC1CC2C=CC1C2 (stereo unspecified)	9.7	-3.1%	3.9%	18.6	9.28µM*	?	-25.3%
COc1ccccc1N1CCN(C(=O)c2cc3c(C)nc4ccccc4c3o2)CC1	-1.2	6.31µM*	0.9%	-3.9	11.3%	?	2.5%
COc1ccc(CNC(=O)c2cc(-c3ccccc3O)n[nH]2)cc1	8.3	?	1.4%	12.6	.	-10.1%	-2.4%
CCOC(=O)c1cnc2ccc(F)cc2c1Nc1ccc2c(c1)OCCO2	32.3*	10.5%	7.7%	35.0*	49.8%	9.28µM*	0.5%
Cc1cc(C)n2nc(S(=O)(=O)N(C)c3ccccc3)nc2n1	-1.4	-2.7%	1.1%	-6.7	-1.5%	34.2%[activator]	-0.8%
COc1ccc(C(=O)N(Cc2cccs2)C2CCS(=O)(=O)C2)cc1 (stereo unspecified)	-3.3	18.5%	3.3%	-10.0	?	-4.1%	-2.1%
CCOC(=O)C1CCN(Cc2ccc(F)c(Br)c2)CC1	-2.4	-1.5%	-3.0%	-22.3	.	2.9%	-6.5%
CC(=O)Nc1nc(SCC(=O)NCC2CCCO2)[nH]c(=O)c1NC(=O)c1cccs1 (stereo unspecified)	-3.7	-9.3%	0.4%[11.5 µM]	-3.7	56.3%[activator]	6.4%	2.4%
O=C(c1ccc(-n2cnnn2)cc1)N1CCN(C(c2ccccc2)c2ccccc2)CC1	-3.7	?	3.6%	-8.4	4.65µM*	2.62µM*	2.8%
O=C(C1=C[C@H](C2CCCCC2)C[C@H](OCCCCO)O1)N1CCOCC1	-0.3	15.3%	-0.3%	17.3	0.9%	-1.6%	-0.4%
Cc1ccc2c(c1)[C@H]1[C@H](CO2)[C@H](c2ccccc2)[C@]2(C)C(=O)Nc3cc(Cl)ccc3C(=O)N12	.	?	.	.	9.28µM*	8.28µM*	-2.8%
CCCCCCCn1c2c(c(=N)c3c1CCC3)CCCC2	-2.4	4.47µM*	-8.6%	-2.0	6.4%	0.294µM*	-3.0%
COc1ccccc1N(CC(=O)NC1CCCCC1)C(=O)CCC(=O)Nc1ccccn1	-3.8	-0.8%	7.6%	-11.7	?	-8.6%	2.7%
O=C(Cn1cncn1)NCCCc1ccccc1	-0.2	6.1%	1.1%	22.3	?	i	-3.7%
CN(C)c1ccc(C(CNC(=O)c2ccc(-c3ccccc3)cc2)N2CCOCC2)cc1 (stereo unspecified)	.	7.7%	.	.	?	13.1µM*	.
Cc1cccc(C(=O)NNC(=O)c2ccc(Br)cc2)c1	2.2	18.2%	-3.4%	19.1	8.6%	26.8%	3.4%
COc1cc(/C=N/NC(=O)COc2cccc(F)c2)ccc1OS(=O)(=O)c1ccc(C)cc1	-3.5	?	-3.4%	6.1	8.28µM*	?	-3.5%
COc1cc(C(=S)N2CCCC2)ccc1OCC(N)=O	-2.2	-18.9%	-6.2%	-8.9	45.6%[activator]	-4.6%	0.4%
CCc1nn(CCCC(=O)NCc2ccccc2C)c(=O)c2cc3occc3n12	-5.3	?	-5.7%	-2.3	5.4%	-12.6%	5.3%
O=C(Cc1ccccc1)N1CCC(c2ccccc2)C1 (stereo unspecified)	27.9*	15.7%	8.2%	79.8*	-18.8%	186.4%[activator]	1.7%
COc1cccc(CN2CCN(S(=O)(=O)c3ccc(Cl)s3)CC2)c1	12.6*	0.6%	0.3%	31.8	9.2%	17.4%	-1.7%
O=C(O)C1CC(O)CN1S(=O)(=O)c1ccc2ccccc2c1 (stereo unspecified)	.	5.4%	.	.	26.9%	26.1%	-3.8%
Cc1cc(N2CCCC2)nc(-c2ccccc2O)n1	7.6	3.16µM*	7.8%	5.4	-2.7%	27.0%	-8.8%
CC(=O)c1ccc(N/C=C\C(=O)c2ccc(C)cc2)cc1	53.5*	-26.6%	-8.5%	111.9*	31.0%[activator]	114.6%[activator]	3.8%
CCN(CC(=O)Nc1c(F)cccc1F)C(=O)C1CCC1	.	11.3%	.	.	12.3%	-7.1%	-3.7%
C/C(Cn1nc([N+](=O)[O-])cc1C)=N\NC(=O)c1ccc(O)cc1O	30.3*	1.0%	7.2%	38.8	-26.7%	-20.1%	-2.1%
O=C(COC(=O)c1cccc(Cl)c1Cl)NCCN1C(=O)CSC1=O	5.1	21.0%	-0.3%	-4.2	6.1%	9.7%	-2.9%
O=C(Nc1ccccc1N1CCCC1)c1cccc(S(=O)(=O)N2CCOCC2)c1	.	-25.7%	.	.	?	?	-1.1%
COc1cc(CNc2ccc(N3CCCC3)cc2)cc(Cl)c1OC	19.0	-18.0%	-7.5%	31.6	40.0%[activator]	3.29µM*	?
Cc1noc(N)c1C(=O)Nc1ccc(F)cc1	17.1	4.4%	0.2%	-11.2	2.08µM*	-9.0%	-3.3%
CCCn1nc(C(=O)Nc2cc(C(=O)OC)ccc2C)c2ccccc2c1=O	5.4	-5.4%	2.8%	-14.4	?	-10.6%	-5.6%
Cc1sc(NC(=O)Cc2ccc3c(c2)OCO3)nc1-c1ccc2c(c1)CCN2C(=O)c1ccccc1F	10.7	?	-3.1%	15.5	-0.6%	-14.5%	-2.1%
O=C(c1ccc(Cl)s1)N1CCN(c2nc3ccccc3s2)CC1	-0.3	8.2%	-0.4%	16.3	-11.1%	.	2.1%
O=C(O)c1cc2ccccc2n1-c1ccccc1	-1.6	-2.7%	1.6%	17.7	?	11.4%	-5.3%
COc1ccccc1CCN=C(N)NS(=O)(=O)c1ccc(F)cc1	0.3	?	3.8%	-6.3	29.8%	11.0%	-1.1%
Cc1ccccc1N(CC(=O)NCc1ccncc1)S(C)(=O)=O	-1.9	15.9%	8.0%	-6.6	0.0%	8.5%	3.8%
CCOc1ccc(/C=C/[N+](=O)[O-])c2ccccc12	-5.3	?	-0.9%	-16.0	0.0%	?	-26.3%
FC(F)(F)c1cc(-c2ccccc2)nc(-n2cncn2)n1	-2.2	-22.2%	0.0%	-0.5	14.1%	40.8%[activator]	3.8%
COCCNCC(=O)Nc1ccc(C)c(S(=O)(=O)N2CCCCC2)c1	-3.3	3.7%	4.8%	-6.6	-2.7%	-2.5%	17.1%
COc1cc2c(cc1OC)C(C)N(C(=O)C(NC(=O)c1ccccc1)C(C)C)CC2 (stereo unspecified)	-2.5	?	-6.0%	-5.6	?	?	1.0%
Cc1cc(NC(=O)CC2CCCC2)ccc1Br	26.3*	-27.6%	1.4%	62.5*	82.9%[activator]	84.7%[activator]	0.8%
O=C(COC(=O)CCC(=O)c1ccc2c(c1)OCCO2)NCc1ccc2c(c1)OCO2	-3.2	8.7%	3.5%	28.4	11.0%	6.4%	-1.9%
C=CCn1c(SCC(=O)NCc2ccco2)nc2ccccc2c1=O	1.7	-9.6%	2.7%	-2.6	26.2%	-15.6%	-1.2%
COCC1CCN(Cc2c(C(=O)N3CCc4ccccc4C3)nc3ccc(Cl)cn23)C1 (stereo unspecified)	-2.3	-13.1%	-4.4%	-1.6	?	?	0.1%
CCN(CC)CCOCCOc1ccccc1F	-1.4	20.7%	3.3%	-19.1	1.3%	.	-12.2%
Nc1nnnn1NCc1cccc(OCc2ccccc2)c1	4.5	-18.3%	4.6%	7.7	.	12.7%	0.1%
COc1ccc(N(C(=O)c2snc(C(N)=O)c2N)C(C(=O)NC2CCCC2)c2ccco2)c(OC)c1 (stereo unspecified)	-1.7	?	3.0%	-2.6	?	?	0.1%

Complete entries, looked up by structure.
Listed for COc1cc2c(cc1OC)C(C)N(C(=O)C(NC(=O)c1ccccc1)C(C)C)CC2 (stereo unspecified) = CHX counter: -2.5; HCV inhibitor: ?; LmPK inh: -6.0%; Shiga inhibitor: -5.6; Pf growth 96h: ?; Pf growth 48h: ?; Tb PYK inh: 1.0%
Listed for Cc1cc(NC(=O)CC2CCCC2)ccc1Br = CHX counter: 26.3*; HCV inhibitor: -27.6%; LmPK inh: 1.4%; Shiga inhibitor: 62.5*; Pf growth 96h: 82.9%[activator]; Pf growth 48h: 84.7%[activator]; Tb PYK inh: 0.8%

More entries
SMILES	CHX counter	HCV inhibitor	LmPK inh	Shiga inhibitor	Pf growth 96h	Pf growth 48h	Tb PYK inh
O=C(/C(=N/O)n1cncn1)c1ccccc1Cl	-3.9	26.9%	-7.3%	0.9	23.2%	-1.0%	-2.1%
COc1ccc(-c2cc(C(=O)Nc3c(F)cc(F)cc3Br)no2)cc1	15.6*	-27.7%	4.8%	67.3*	8.28µM*	30.4%[activator]	0.3%
CCOC(=O)C(=N/O)/C(C)=N/NC(C)=O	5.3	2.2%	0.9%	3.1	17.2%	26.0%	1.8%
COc1cc(-n2c(=O)c3ccccc3n(CC(=O)OCc3ccccc3)c2=O)cc(OC)c1OC	-2.6	10.0%	1.1%	-13.7	9.28µM*	10.1%	0.0%
Cc1ccc2sc(N(CCN(C)C)C(=O)c3ccc4ccccc4c3)nc2c1C	-10.0	-6.3%	-9.0%	5.8	?	?	-4.5%
O=C(CN1C(=O)c2ccccc2C1=O)N1CCN(c2ccccn2)CC1	-3.4	6.3%	-14.5%	-17.0	4.8%	-4.0%	5.4%
N#CC(c1ccc(=O)[nH]n1)c1ccc(Cl)cc1Cl (stereo unspecified)	-0.6	-11.5%	1.2%	-12.9	11.8%	12.6%	-2.3%
Cc1ccc2nc(NC(=O)C3CC3C)sc2c1 (stereo unspecified)	37.4*	?	-9.2%	94.3*	138.6%[activator]	134.7%[activator]	3.3%
Cc1c(NC(=S)N/N=C/c2ccc(N(C)C)cc2)c(=O)n(-c2ccccc2)n1C	1.1	-9.0%	0.0%	-2.7	-1.9%	-2.0%	-4.7%
Cc1c(N=NC2=C(O)CC(C)(C)CC2=O)cc2c(c1[N+](=O)[O-])C(C)(C)CC2(C)C	-2.5	-79.3%	4.1%	-1.4	-3.7%	?	-0.8%
C=CCn1c(SCC(=O)Nc2ccccc2CC)nnc1-c1ccncc1	-2.4	-15.5%	-0.2%	-4.7	.	?	-11.2%
CC(C)Cn1c(=S)[nH]c2ccccc2c1=O	3.7	?	0.8%	-1.7	-21.4%	?	-5.1%
CCCCOc1ccc(C)cc1CN(CCO)CCO	10.0	3.4%	12.3%	21.3	3.5%	.	-8.0%
CNS(=O)(=O)c1cc(OCC(N)=O)c(C)cc1Cl	-0.1	21.4%	-9.9%	-5.2	.	19.0%	-2.8%

Some values from the entries so far.
In LmPK inh, C=CCn1c(SCC(=O)Nc2ccccc2CC)nnc1-c1ccncc1 shows -0.2%
In Tb PYK inh, CCCCOc1ccc(C)cc1CN(CCO)CCO shows -8.0%
